Screening data (PubChem BioAssay)
Mcl-1 Bim block: inhibitors of Bim-Mcl-1 interaction, human. Q07820. Bead-based flow cytometry, Bim peptide-Mcl-1 binding. inhibition, % at 10 µM. 0.1% of 190,000 active. AID 1009; in the data active = inhibition above about 40%;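 also: 0% = no compound tracer wells and 100% = peptide blocker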
Target sequence (Q07820 whole entry, looked up): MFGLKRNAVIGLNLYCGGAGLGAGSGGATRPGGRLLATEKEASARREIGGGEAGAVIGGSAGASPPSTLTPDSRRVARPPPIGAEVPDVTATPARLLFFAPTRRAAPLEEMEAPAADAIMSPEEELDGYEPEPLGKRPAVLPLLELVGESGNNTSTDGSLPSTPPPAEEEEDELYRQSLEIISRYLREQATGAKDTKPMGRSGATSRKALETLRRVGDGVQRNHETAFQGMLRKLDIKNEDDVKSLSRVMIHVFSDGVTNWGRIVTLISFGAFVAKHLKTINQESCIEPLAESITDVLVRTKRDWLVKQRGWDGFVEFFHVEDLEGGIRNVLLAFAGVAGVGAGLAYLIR
Mcl1 Noxa PPI: Mcl-1/Noxa interaction inhibition; TR-FRET Mcl-1/Noxa peptide binding, 2 h; inhibition, % at 21.7 µM; 1.5% of 220,000 active; AID 1022;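 active = compounds that cut the protein-peptide binding signal by more than 50% relative to plate controls in a single-dose test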;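 also: His-tagged Mcl-1 with rhodamine Noxa BH3 peptide and terbium anti-His antibody; 0% = Mcl-1 plus Noxa peptide wells and 100% = peptide-only wells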
Pf gametocyte: inhibitors of late stage P. falciparum gametocyte viability. AID 743093. inhibition, % at 10.9 µM. 0.065% of 150,000 active. P. falciparum stage V gametocytes, ATP luminescence, 24 h;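 active = inhibition above the mean plus 3 SD of compounds within the control limits, set per campaign, cut at about 38% in these data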;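 also: 0% = DMSO wells and 100% = medium only without gametocytes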
HRas wt GTP bind: modulators of GTP binding to human HRas wildtype | P01112 | GST-Ras wt beads, Bodipy-FL-GTP binding, flow cytometry; actives lie on both sides | GTP binding activity, % at 10 µM | 0.14% of 190,000 active | AID 759;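 active = GTP binding activity at least 20% away from the 100% baseline, either lowered as inhibitor or raised as activator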;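 also: 0% = unlabeled GTP competition control and 100% = no-compound control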
Target sequence (P01112 whole entry, looked up): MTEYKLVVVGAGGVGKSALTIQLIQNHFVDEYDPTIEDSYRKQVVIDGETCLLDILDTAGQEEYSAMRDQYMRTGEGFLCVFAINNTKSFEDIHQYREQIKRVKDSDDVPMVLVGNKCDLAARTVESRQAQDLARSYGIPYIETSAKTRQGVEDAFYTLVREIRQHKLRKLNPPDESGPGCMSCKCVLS
Rab7 wt GTP bind: alters GTP binding to wildtype dog Rab7. GST-Rab7 beads, fluorescent GTP binding, flow cytometry; actives lie on both sides; untreated = 100%, excess cold GTP = 0%. GTP binding activity (percent of control), % at 10 µM. 0.055% of 190,000 active. AID 758;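 active = fluorescent GTP binding to Rab7 beads changed by at least 20 points from the 100% baseline, either direction, mostly lower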;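 also: median green fluorescence of bound Bodipy-FL-GTP per Rab7 bead population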
Cdc42 wt GTP: human Cdc42 wildtype GTP binding change, either direction | P60953 | GST-Cdc42 beads, Bodipy-GTP binding, flow cytometry; actives lie on both sides | percent activity (GTP binding), % at 10 µM | 0.2% of 190,000 active;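 active = percent activity GTP binding at least 20 points away from the 100% baseline, either down as inhibitor or up as activator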;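 also: median bead fluorescence of bound Bodipy-FL-GTP at 100 nM; 0% = excess unlabeled GTP control and 100% = no compound control; below 100% means less GTP binding so inhibitor and above means activator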
Target sequence (P60953 whole entry, looked up): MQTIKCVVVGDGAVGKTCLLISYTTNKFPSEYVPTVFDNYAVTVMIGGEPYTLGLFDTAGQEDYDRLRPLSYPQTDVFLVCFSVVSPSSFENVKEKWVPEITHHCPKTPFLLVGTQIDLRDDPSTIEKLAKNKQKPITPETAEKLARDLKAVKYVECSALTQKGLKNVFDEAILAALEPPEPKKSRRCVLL
Avidin bead fluor: compound fluoresces at 488/530 nm on avidin beads; compound fluorescence 488/530 nm, flow cytometry; active compounds read high; fluorescence (KMESF) at 10 µM; 0.38% of 220,000 active; in the data active = fluorescence above about 47; also: inactives centre near 10
Rab2 wt GTP: changes GTP binding to wildtype dog Rab2A, up or down; P61105; GST-Rab2 wt beads, Bodipy-GTP binding, flow cytometry; GTP binding activity, % at 10 µM; 0.19% of 190,000 active; AID 760;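 active = GTP binding activity at least 20 points away from 100%, either lowered or raised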;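 also: 0% = beads with excess unlabeled GTP and 100% = no-compound control corrected for plate trend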
Rac1 wt GTP bind: human Rac1 wildtype GTP binding, inhibitors and activators | 0.27% of 190,000 active | GTP binding activity (% of control), % at 10 µM | GST-Rac1 beads, fluorescent GTP binding, flow cytometry; actives lie on both sides; 0 = cold GTP competed, 100 = untreated | P63000;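 active = GTP binding activity at least 20 points away from the 100% control level, either lower or higher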
Mcl1-Bid inh: Mcl-1/Bid interaction inhibition; inhibition, % at 21.7 µM; AID 1021; TR-FRET Mcl-1/Bid-Dy647 peptide binding, 1536-well; Q07820; 0.97% of 220,000 active;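 active = compounds that cut the binding signal by more than half at the single screening dose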;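 also: His-tagged Mcl-1 with europium anti-His antibody binding Bid BH3 peptide; 0% = Mcl-1 plus peptide wells and 100% = peptide-only wells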
Rac1 mut GTP: alters GTP binding to activated mutant human Rac1 | P63000 | GST-Rac1 activated beads, fluorescent GTP binding, flow cytometry; actives lie on both sides; 100% means binding = to untreated wells | percent activity (GTP binding), % at 10 µM | 0.11% of 190,000 active;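 active = GTP binding at least 20 percentage points away from the 100% baseline, in either direction, so actives lie on both sides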
* marks the source's active call; other numbers are inactive results; . = no result given.

SMILES	Mcl-1 Bim block	Mcl1 Noxa PPI	Pf gametocyte	HRas wt GTP bind	Rab7 wt GTP bind	Cdc42 wt GTP	Avidin bead fluor	Rab2 wt GTP	Rac1 wt GTP bind	Mcl1-Bid inh	Rac1 mut GTP
CCOc1cc(C(=O)Nc2nnc(C)s2)cc(OCC)c1OCC	0	-3	.	98	95	99	8	98	105	8	96
COc1ccc(-c2cc(C(=O)Nc3cc(C)nn3-c3ccccc3)no2)cc1	-5	9	.	95	98	97	22	96	100	-3	96
COc1ccc(NS(=O)(=O)c2cc(NC(=O)C3CCCO3)ccc2N2CCCCC2)cc1 (configuration not stated)	-3	8	-6	97	101	95	12	100	98	-13	96
COc1cc(C(=O)NCCCNc2nc3c(C)cc(C)cc3cc2C#N)cc(OC)c1OC	2	17	16	92	88	95	9	95	96	-2	96
O=C(CCNc1cccc(C(F)(F)F)c1)c1ccco1	-5	-1	.	98	99	99	39	98	98	-48	97
COc1ccc(-n2nnnc2-c2cnc(N3CCCC3)nc2C(F)(F)F)cc1	1	-22	.	94	89	95	9	93	99	-10	101
O=C(O)C1=C[C@@H](c2csc3ccccc23)C[C@@H](OCc2ccc(CO)cc2)O1	-1	0	-1	94	100	92	7	92	94	8	92
Cc1[nH]n(C2=NCCS2)c(=O)c1N=Nc1ccccc1	-2	-12	-5	99	110	95	10	100	99	-23	95
CCc1cc2cc(C(=O)Nc3ccccc3F)sc2s1	-3	-16	-1	97	93	99	8	95	98	-3	96
Cc1cc(C(=O)NCc2cc(C)n(C)n2)sc1-c1ccccc1	1	11	-11	100	98	101	9	97	99	4	97
COc1ccc(CCNc2oc(-c3ccccc3OC)nc2C#N)cc1OC	-4	5	.	91	90	91	22	91	89	-18	92
CCOc1ccc(NCc2nnc(SCc3ccc(Cl)cc3)n2-c2ccccc2)cc1	-4	22	-11	96	95	99	5	96	97	-2	96
Cc1ccc(C(=O)Nc2ccc(CN3CCCCC3)cc2)c(C)c1	-46	10	15	97	96	97	4	98	101	-37	99
Cn1c(Cn2c(=O)sc3ccccc32)nnc1SCC(=O)N1CCN(c2ccccc2)CC1	-2	8	.	100	98	104	23	101	104	-15	101
Cc1cc(/C=C2/NC(=O)N(Cc3ccccc3F)C2=O)c(C)n1C	-3	37	-42	100	97	102	4	99	104	-14	99
COc1ccc(CCn2c(=N)c(C(=O)NCc3ccco3)cc3c(=O)n4cccc(C)c4nc32)cc1	0	38	.	82	90	84	10	83	90	20	94
CCN(CC)CCNC(=O)c1cc(Sc2nnc(C)s2)nc2ccccc12	-4	6	-7	101	103	102	2	102	103	2	104
O=C(COC(=O)CCC1CCCCC1)Nc1ccc(OC(F)F)cc1	-1	13	.	96	97	94	11	96	98	-10	95
CC(C)(C)c1ccc(CS(=O)(=O)CC2(O)CCN(C(=O)c3cccc(C(F)(F)F)c3)CC2)cc1	0	8	-4	105	106	104	8	104	111	-5	102
CN(C)CCNC(=O)c1ccc(-c2nn(C)c(=O)c3ccccc23)cc1	-1	5	-48	101	100	102	9	102	102	-5	99
COc1ccc(N2C(=O)CCC(C(=O)c3ccccc3)=C2C)cc1	-1	7	.	100	96	101	11	98	101	-11	99
COCCNC(=O)CSc1nccn1Cc1ccc2c(c1)OCO2	0	-12	-7	97	95	108	9	97	97	-36	96
CC(=O)Nc1cccc(-c2nnc(-c3ccccc3)o2)c1	-4	.	-71	92	89	92	11	88	88	-25	88
Cc1[nH]n(-c2ccccc2)c(=O)c1C=Nc1ccc(S(=O)(=O)Nc2nccs2)cc1	3	17	5	90	102	87	9	90	85	-26	90
CCCC(=O)Nc1cccc(-c2cn3ccsc3n2)c1	-2	12	.	98	97	100	18	101	104	-35	98
O=C1CC(=C(c2ccccc2)c2ccccc2)C(=O)N1CCCN1CCN(c2cccc(Cl)c2)CC1	0	24	.	98	96	103	19	98	102	-8	100
CCCCOc1ccc(NC(=O)CSc2nnnn2C)cc1	-4	-4	.	95	93	97	12	95	95	11	96
Cc1ccccc1CS(=O)(=O)Cc1ccc(C(=O)NCC2CCCO2)o1 (configuration not stated)	-10	8	0	96	98	94	10	96	92	-12	95
O=C1CC(c2ccccc2)c2cc(O)ccc2O1 (configuration not stated)	-1	8	.	102	98	98	25	102	108	-18	102
CC1=C(C(=O)Nc2ccc(C)cc2C)C(c2ccc([N+](=O)[O-])cc2)n2ncnc2N1 (configuration not stated)	-1	-14	.	99	99	98	11	98	97	-3	96
O=C(NCc1ccccc1)c1ccc(Cl)cc1[N+](=O)[O-]	-2	18	.	99	100	99	11	101	101	-14	97
OC(CSc1c(Cl)cccc1Cl)CN1CCN(c2ccc(F)cc2)CC1 (configuration not stated)	1	25	-13	97	97	97	8	95	96	-65	94
O=C(c1ccc(Oc2ccc(C(F)(F)F)cc2[N+](=O)[O-])cc1)N1CCOCC1	0	-4	.	98	99	99	9	98	102	-15	100
Cc1ccc(-c2cc(C)nc3ncnn23)cc1	0	4	.	100	99	100	7	100	101	-26	100
c1ccc(-n2ncc3c(NCc4ccco4)ncnc32)cc1	0	-12	.	97	97	99	8	98	101	-5	99
Cc1ccc(NC(=O)c2ccccc2[N+](=O)[O-])nc1	0	4	20	101	100	101	3	99	99	-4	99

In another format: entries from further up.
Compound | Mcl-1 Bim block | Mcl1 Noxa PPI | Pf gametocyte | HRas wt GTP bind | Rab7 wt GTP bind | Cdc42 wt GTP | Avidin bead fluor | Rab2 wt GTP | Rac1 wt GTP bind | Mcl1-Bid inh | Rac1 mut GTP
Cc1ccc(-c2cc(C)nc3ncnn23)cc1 | 0 | 4 | . | 100 | 99 | 100 | 7 | 100 | 101 | -26 | 100
c1ccc(-n2ncc3c(NCc4ccco4)ncnc32)cc1 | 0 | -12 | . | 97 | 97 | 99 | 8 | 98 | 101 | -5 | 99

New compounds follow
SMILES	Mcl-1 Bim block	Mcl1 Noxa PPI	Pf gametocyte	HRas wt GTP bind	Rab7 wt GTP bind	Cdc42 wt GTP	Avidin bead fluor	Rab2 wt GTP	Rac1 wt GTP bind	Mcl1-Bid inh	Rac1 mut GTP
CN(Cc1ccccc1)c1oc(-c2ccco2)nc1C#N	-1	-7	.	96	99	94	13	92	92	12	92
CC1(C)N(O)CC(c2cccs2)=[N+]1[O-]	1	.	-43	100	99	100	12	100	101	.	99
Cc1cccc(OCC(=O)Nc2ccc(C(=O)NCC(C)C)cc2)c1	-3	9	-7	97	98	98	9	98	99	16	97
OCC1(CC2CCCCO2)CCN(C/C=C/c2ccccc2)CC1 (configuration not stated)	0	19	6	100	107	104	10	103	102	-20	98
O=C(NC1CCN(CC(=O)N(c2ccccc2)c2ccccc2)CC1)c1ccc([N+](=O)[O-])cc1	-4	19	4	99	105	95	13	101	98	-21	96
O=C(O)c1ccc(-n2c(-c3cc(-c4ccco4)[nH]n3)n[nH]c2=S)cc1	-2	46	.	97	98	97	36	96	97	-78	94
CC(C)C(=O)Nc1nc(-c2ccc([N+](=O)[O-])cc2)cs1	0	33	-9	97	94	98	14	96	98	-25	96
CC(C)c1ccccc1NC(=S)NN(Cc1ccccc1)c1ccccc1	-3	8	-32	101	104	100	16	103	100	-73	101
COc1ccccc1-n1c(C)nc(=O)c(-c2ccccc2)c1C	1	3	.	101	98	104	9	101	104	4	100
Cc1cccc(N2CN(Cc3cccnc3)CNC2=S)c1C	-3	12	-19	100	101	101	17	99	101	-40	99
C/C=C/Cn1c(SCCCc2ccccc2)nc2c1c(=O)[nH]c(=O)n2C	0	8	.	100	103	100	5	100	104	-17	98
O=C(CCSc1ccccc1)NCc1cccnc1	-10	0	6	100	102	104	9	101	104	-9	99
CCOc1c(Br)cc(/C=C2/SC(=O)N(CC(=O)N3CCCC3)C2=O)cc1OC	2	17	-28	97	98	96	2	98	97	-11	97
O=C(COc1ccccc1Br)Nc1ccccc1C(F)(F)F	1	11	9	99	97	102	11	94	104	-4	97
COc1ccccc1N1CCN(C(=O)C(C)N(c2ccc(C)cc2)S(C)(=O)=O)CC1 (configuration not stated)	-5	11	7	96	101	94	16	94	95	-15	93
COc1ccc(/C=C(/NC(=O)c2ccc([N+](=O)[O-])cc2)C(=O)NCCCN(C)C)cc1	0	4	18	95	95	96	12	95	94	-9	95
c1cncc(Cc2cc3ccccc3[nH]2)c1	-3	7	16	101	100	104	13	101	102	-41	102
COc1ccc(C(=O)O)cc1NS(=O)(=O)c1cccc2nsnc12	-1	5	15	101	98	102	5	101	103	-6	99
Cc1ccc(NC(=O)CSc2nnc(CNC(=O)C34CC5CC(CC(C5)C3)C4)n2-c2ccc(F)cc2)cc1	-2	14	.	98	100	99	11	97	103	15	98
CC(=O)c1cnc2ncnn2c1C	0	2	12	106	105	106	13	100	108	-7	101
Cc1ccc(Cn2nc3c(cc2=O)CCc2ccccc2-3)cc1	0	3	8	96	104	97	11	94	100	0	95
COc1ccc(/C=C/C(=O)c2cc(F)ccc2OC(=O)c2ccc(OC)c(OC)c2)cc1OC	1	5	4	100	94	102	6	96	103	0	101
Cc1nc2ccccc2c2oc(C(=O)N3CCc4ccccc43)cc12	-1	-14	.	96	101	94	5	97	96	2	95
COc1ccc(NC(=O)N2CCN(c3nc(-c4cccc(OC)c4)cs3)CC2)cc1	-6	-8	17	101	101	103	36	102	107	-20	101
CC(NC(=O)Nc1ccc(Cl)cc1)C(c1cccs1)N1CCOCC1 (configuration not stated)	-4	-12	.	101	102	99	8	102	103	-9	101
O=C(CNC(=O)c1ccccc1)OCc1cc(=O)n2cc(Br)ccc2n1	-7	14	11	96	93	98	6	97	104	-11	99
Cn1c(N)c(C(=O)CSc2nnc(-c3ccccc3F)n2C2CC2)c(=O)n(C)c1=O	-2	2	-9	101	106	100	8	102	101	-19	98
CC(C)NC(=S)NC1(C)CCS(=O)(=O)C1 (configuration not stated)	-3	-5	.	101	100	103	14	100	106	-92	101
C=CCOc1cccc(C2C(C(=O)c3cccs3)=C(O)C(=O)N2Cc2cccnc2)c1 (configuration not stated)	0	25	-11	97	96	93	11	92	95	-18	92
O=C(N/C(=C\c1ccc(Cl)cc1)C(=O)N1CCOCC1)c1ccc([N+](=O)[O-])cc1	0	11	-30	91	93	92	11	95	93	-12	92
O=C(N/N=C/C1CCCCC1)c1ccccn1	-1	16	.	106	98	107	10	107	103	-3	101
COc1cc(/C=N/N2C(=O)C3C4C=CC(CC4)C3C2=O)ccc1O (configuration not stated)	-3	22	-40	97	101	98	5	99	101	-18	96
CC(=O)N1CCCc2cc(S(=O)(=O)NCc3ccc(C)cc3)ccc21	-2	-10	15	102	102	101	15	103	99	-16	100
Cc1ccc(/C=C(/C#N)c2nc(CCN3C(=O)c4ccccc4C3=O)cs2)cc1	-1	16	6	102	101	99	9	99	104	1	99
COC(=O)c1ccccc1NC(=O)CSc1nnc(C(CO)NC(=O)c2ccccc2)n1C (configuration not stated)	0	-7	6	101	99	101	7	101	107	-30	101
COc1cccc(C(=O)Nc2cc(C)ccc2NC(=O)COc2ccccc2)c1	-2	.	-45	96	94	98	11	94	94	-10	96
Cc1ccc(C(C)C)c(OCc2nn(CC(=O)c3ccc(Cl)cc3)c3[n+]2CCCCC3)c1	0	13	15	96	101	95	9	97	94	-2	93
